GAA spleen mod = qHTS Assay for Inhibitors and Activators of Human alpha-Glucosidase From Spleen Homogenate | 0.006% of 240,000 active | human spleen homogenate, 4-MU-alpha-glucoside fluorescence | Potency, µM (highest dose often 79.9 µM), for the others: at the top dose activity change, negative = inhibition, most hits filed as inhibitors | Lysosomal alpha-glucosidase (Homo sapiens), P10253;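 also: 0% = enzyme with vehicle and -100% = no enzyme basal signal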
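AC50 values come from Hill-equation fits of concentration-response data, normalized to no-enzyme and full-activity controls. Enzyme source: 1 ug human spleen homogenate; 1 mM fluorogenic 4-MU glucoside, pH 5.0 citrate buffer, 37 C, 40 min.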
GLA spleen mod = qHTS Assay for Inhibitors and Activators of Human alpha-Galactosidase From Spleen Homogenate. Potency, µM (series often up to 80 µM), inactives show at the highest dose activity change, negative = inhibition, usual class: inhibitors. human spleen homogenate, 4MU-alpha-Gal fluorescence, 40 min. Alpha-galactosidase A (Homo sapiens), P06280. 0.008% of 240,000 active;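 also: 0% = enzyme with vehicle and -100% = no enzyme basal signal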
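Spleen homogenate 1 ug + cpd (titration) + 4-MU-alpha-D-galactopyranoside 1 mM; 37C 40 min; 50 mM citrate/phosphate pH 5.0, 0.01% Tween-20; stop pH 10; fluorescence 365/440; AC50 via Hill.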
GAA glycogen mod = qHTS Assay for Inhibitors and Activators of Human alpha-Glucosidase Cleavage of Glycogen; Lysosomal alpha-glucosidase (Homo sapiens), P10253; recombinant GAA, glycogen substrate, Amplex Red glucose oxidase fluorescence; Potency, µM (doses to about 76.4 µM), inactives show at the top dose activity change, negative = inhibition, usual class: inhibitors; 0.38% of 300,000 active; AID 2100, 2009;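 also: 0% = full enzyme reaction and -100% = no-enzyme basal signal; the screen sought inhibitors and activators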
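qHTS, 1536-well; enzyme 4 nM final; cpd up to 77 uM; substrate bovine liver glycogen 30 ug; 50 mM citrate/phosphate pH 5.0, 0.01% Tween-20; 37 C, 40 min; Amplex Red detection 45 min RT; Hill fit → AC50.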
KDM4E inh = qHTS Assay for Inhibitors of Human Jumonji Domain Containing 2E (JMJD2E) | Lysine-specific demethylase 4E (Homo sapiens), B2RXH2 | JMJD2E catalytic domain, FDH-coupled NADH fluorescence (FDH is formaldehyde dehydrogenase) | Potency, µM (doses to about 57.1 µM), inactives show at the top dose activity change, negative = inhibition, most hits filed as inhibitors | 1.6% of 230,000 active; active = well fitted inhibition curve with a large enough effect, not every such curve was filed as active; inconclusive = small, poorly fitted or top-dose-only effect, or another doubt; inactive = no such curve, though single readings can be large or run the other way;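 also: 0% = wells with enzyme and -100% = buffer wells without enzyme; nearly all actives have a fitted effect of over 50% in size; many of its hits are not listed in these tables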
GoLoco inh red = qHTS Assay for Inhibitors of RGS12 GoLoco Motif Activity (Red Fluorophore); Guanine nucleotide-binding protein G(i) subunit alpha-1 (Homo sapiens), P63096; 0.44% of 230,000 active; Gai1:RGS12 GoLoco peptide FP, rhodamine, 10 min; Potency, µM (top dose mostly 61.6 µM), without a hit: at the top dose activity, negative = inhibition, usual class: inhibitors; active = well fitted inhibition curve with a large enough effect, not every such curve was filed as active; inactive = no such curve, though single readings can be large or run the other way; also: % is scaled to controls: 0 for no effect and ±100 for the full control effect; nearly all actives have a fitted effect of over 30% in size; many of its hits are not listed in these tables
Target sequence (P63096 whole entry, looked up): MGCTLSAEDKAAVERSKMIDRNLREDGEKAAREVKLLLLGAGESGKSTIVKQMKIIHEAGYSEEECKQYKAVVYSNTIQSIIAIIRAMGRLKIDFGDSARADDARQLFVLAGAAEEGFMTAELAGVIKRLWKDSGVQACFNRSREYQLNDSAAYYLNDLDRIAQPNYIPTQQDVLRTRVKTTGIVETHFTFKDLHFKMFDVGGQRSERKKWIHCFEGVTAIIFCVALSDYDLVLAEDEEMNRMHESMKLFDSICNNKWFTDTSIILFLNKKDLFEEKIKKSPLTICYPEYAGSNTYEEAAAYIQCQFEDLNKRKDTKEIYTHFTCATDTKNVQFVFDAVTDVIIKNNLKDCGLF
SMN2 splice up = qHTS Assay for Enhancers of SMN2 Splice Variant Expression. HEK293 SMN2-luciferase splicing reporter, luminescence, 30-36 h. Potency, µM (doses to about 46.1 µM), without a hit: top-dose activity change, positive = activation, actives largely listed as activators. 2.8% of 210,000 active. AID 1458, 2008; also: % of control where 0% means no effect; nearly all actives have a fitted effect of over 55% in size
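HEK293 cells carry an SMN2 […]–luciferase reporter in which exon 7 inclusion puts luciferase in frame. Cells were plated 10-12 h before compound addition, then incubated 30-36 h at 37C. ONE-Glo luminescence was read; sodium butyrate at 4.5 mM final served as control.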
GAA inhib = qHTS Assay for Inhibitors of Human alpha-Glucosidase as a Potential Chaperone Treatment of Pompe Disease; Lysosomal alpha-glucosidase (Homo sapiens), P10253; purified human GAA, 4-MU-alpha-glucoside fluorescence; Potency, µM (doses to about 76.9 µM), for inactives: top-dose activity change, negative = inhibition, most hits filed as inhibitors; 0.005% of 200,000 active;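 also: plate controls were uninhibited enzyme wells for no effect and no-enzyme background for full effect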
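Endpoint fluorogenic read: 20 min room-temperature reaction of 4 nM human alpha-glucosidase with 400 uM 4-methylumbelliferyl-alpha-D-pyranoside, pH 5.0, quenched with 1M NaOH/1M glycine pH 10. AC50 from Hill modeling.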
ALDH1A1 inh = qHTS Assay for Inhibitors of Aldehyde Dehydrogenase 1 (ALDH1A1); AID 1030, 2008; Purified ALDH1A1, NADH fluorescence, propionaldehyde substrate; 7.3% of 220,000 active; Aldehyde dehydrogenase 1A1 (Homo sapiens), P00352; Potency, µM (highest dose often 75.3 µM), for the others: at the highest dose activity, negative = inhibition, actives largely listed as inhibitors; active = well fitted inhibition curve with a large enough effect, not every such curve was filed as active; inconclusive = small, poorly fitted or top-dose-only effect, or another doubt; inactive = no such curve, though single readings can be large or run the other way;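 also: plate controls were no enzyme wells and a reference inhibitor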
Target sequence (P00352 whole entry, looked up): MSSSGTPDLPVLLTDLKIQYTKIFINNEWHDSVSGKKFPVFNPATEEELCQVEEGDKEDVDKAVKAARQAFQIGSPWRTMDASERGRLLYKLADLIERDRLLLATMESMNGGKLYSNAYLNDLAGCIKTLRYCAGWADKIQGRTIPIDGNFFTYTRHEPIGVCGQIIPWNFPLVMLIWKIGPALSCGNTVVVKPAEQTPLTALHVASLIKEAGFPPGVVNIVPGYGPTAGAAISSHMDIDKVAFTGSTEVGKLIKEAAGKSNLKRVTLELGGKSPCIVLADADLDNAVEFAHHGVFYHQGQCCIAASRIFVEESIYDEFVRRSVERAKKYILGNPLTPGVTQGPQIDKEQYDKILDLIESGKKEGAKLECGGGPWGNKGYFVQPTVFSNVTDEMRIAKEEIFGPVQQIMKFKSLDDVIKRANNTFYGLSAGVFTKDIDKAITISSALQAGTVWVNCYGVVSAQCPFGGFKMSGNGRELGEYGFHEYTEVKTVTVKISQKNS
Starred values were filed as active, the others as inactive; ? = inconclusive; . = no result given; & = joins results of further samples; [ ] = remark or other dose. Unless noted, calls follow the shape of the dose curve; as a rule, active = well fitted curve in the direction sought with a large enough effect; inconclusive = small, poorly fitted or top-dose-only effect, or another doubt; inactive = no such curve, though single readings can be large; an effect the other way counts as inactive or inconclusive. Potency is read from the fitted curve at half-maximal effect. Only part of the results is shown; rates above refer to the full screens.

molecule	GAA spleen mod	GLA spleen mod	GAA glycogen mod	KDM4E inh	GoLoco inh red	SMN2 splice up	GAA inhib	ALDH1A1 inh
C=C1CCN([C@@H](C)C(=O)OCc2ccc(C)cc2)S(=O)(=O)c2ccccc21	-9%	5%	-9%	-17%	-1%	.	.	.
Cc1nc2c(-c3ccc(F)cc3)c(C)nn2c(C)c1CCC(=O)N1CCN(c2ccccc2)CC1	4%	10%	4%[76.3 µM]	5%	9%	-3%&-8%	10%[15.4 µM]	6%
CN(C)C(=O)c1cccn(Cc2ccc(C(F)(F)F)cc2)c1=O	8%	1%	-15%	-1%	12%	13%	5%	-5%
CC1CCN(c2ccc(S(=O)(=O)NC3=NCCCCC3)cc2[N+](=O)[O-])CC1	-1%	4%	-2%	6%	4%	-48%[inhibitor]	-3%	?
C/C=N/NC(=O)CCCC(=O)N/N=C/C	15%	-12%	-8%	69%[activator]	0%	-1%	3%	-9%
O=C(NCc1cccnc1)/C(=C/c1ccc(-c2cccc(Cl)c2)o1)S(=O)(=O)c1ccccc1	1%	-4%	5%	.	-1%	-99%[inhibitor]	?	13µM*
O=C(NCCc1ccc(Cl)cc1)C1CCN(c2cnccn2)CC1	-16%	3%	3%	?	4%	-6%	4%	6%
N#Cc1cc([N+](=O)[O-])ccc1NC(=O)COC(=O)CC1CCCC1	-2%	2%	6%	-4%	4%	.	.	.
CCCNC(=O)NC(=O)CSc1ccc(C)cc1C	-4%	1%	-2%	0%	4%	14%	6%	-1%
COCC1CCN(C(=O)CCc2nnc(CCCCc3ccccc3)o2)CC1	5%	11%	-2%	-2%	-5%	.	.	2%
Cc1c(N=Nc2c(-c3ccc([N+](=O)[O-])cc3)[nH]n(C(N)=S)c2=O)cccc1[N+](=O)[O-]	0%	2%	6%	-10%	12%	-62%[inhibitor]	-5%	22µM*
Cc1ccccc1Cn1cc(NC(=O)c2cc(C3CC3)on2)cn1	2%	-1%	-4%	?	-18%	.	.	.
COc1ccc(CCNC(=O)c2nnn(-c3ccccc3OC)c2N)cc1OC	-9%	8%	1%	-2%	4%	-1%	3%	-13%
Clc1ccccc1-c1cc(NCCN2CCOCC2)ncn1	0%	-4%	.	.	8%	.	.	?
Cc1cc(C)c2nc(C(F)(F)F)nc(N3CCN(C(=O)c4ccco4)CC3)c2c1	-7%	29%	-4%	-18%	-8%	-29%	-3%	-4%
O=C(Nc1cccc(O)c1)c1ccc(Br)c(S(=O)(=O)N2CCCCC2)c1	4%	10%	5%	1%	-11%	-3%	3%	10%
O=C(COc1cccc2cccnc12)NCc1cccs1	-17%	1%	2%	-8%	1%	5%	?	-12%
O=C(N/N=C/c1ccccc1O)C1SCCCS1	2%	6%	0%	28µM*	-3%	14%	-5%	?
CCOC(=O)C(=O)C1(C(=O)OCC)Oc2cc(OC)cc(OC)c2C(=O)C1c1ccccc1 (configuration not stated)	-3%	0%	.	?	2%	-12%	.	10µM*
c1ccc2c(c1)c1c3n2CCNC3CCC1 (configuration not stated)	-4%	-1%	-4%	0%	14%	-5%	-2%	?
C(=N\c1nccs1)/c1cccnc1	-2%	-2%	4%	0%	-2%	15%	-3%	0%
COc1ccc(C2CC(=O)C(C=NCCO)=C(O)C2)cc1OC (configuration not stated)	-5%	0%	0%	4%	1%	-3%	-3%	0%
N#Cc1c(N)nc(SCC(=O)C23CC4CC(CC(C4)C2)C3)c(C#N)c1-c1ccc(Cl)cc1	-5%	-2%	6%	3.5µM*	13%	-12%	9%	?
COc1ccc(-n2c(CN3CCN(c4ccccn4)CC3)nc3ccc([N+](=O)[O-])cc3c2=O)c(OC)c1	3%	11%	3%	?	9%	-19%	-2%	?
CCOC(=O)CNC(=O)c1cn(CC(C)C)c(=O)c2cc(OC)c(OC)cc12	0%	-2%	2%	?	-6%	10%	0%	?
COc1cc(C(=O)N2CCN(c3ccccc3OC)CC2)c([N+](=O)[O-])cc1OC	2%	-10%	22%	-14%	-3%	.	12%	-1%
Cc1cc(C)n(-c2nc3c(c(=O)n(C)c(=O)n3C)n2CCO)n1	.	3%	-2%	5%	-2%	-6%	-1%	3%
c1cncc(-c2nc3ccccc3o2)c1	-1%	8%	-9%	8%	.	.	-9%	?
Cc1c(NC(=O)C(C)Sc2ccc3ccccc3n2)c(=O)n(-c2ccccc2)n1C (configuration not stated)	-1%	4%	7%	2%	-4%	0%	-6%	-8%
CN(Cc1cn(Cc2ccccc2)nc1-c1ccc2c(c1)OCO2)Cc1nccn1C	-4%	-4%	4%	7%	1%	.	1%	4%
Cc1nn2c(=O)c(NC(=O)c3ccc(Cl)cc3)cnc2s1	-14%	-10%	0%	0%	5%	.	2%	5%
N#CCC(=O)Nc1ccc(C(=O)Nc2cccnc2)cc1	-1%	6%	5%	2%	5%	.	-9%	-9%
Oc1ccc2oc3c(c2c1/C=N/n1cnnc1)CCCC3	2%	-5%	-10%	?	3%	-5%	-3%	?
COc1ccc(NC(=S)N2CCN(c3ncccn3)CC2)cc1	0%	3%	-15%	-16%	12%	14%	9%	-1%
Cc1cccc(N2C(=O)/C(=C/c3ccccn3)SC2=S)c1	2%	-3%	5%	0%	-56%	.	.	.
Cc1cc(C)nc(SCC(=O)Nc2ncc3c(n2)CC(C)(C)CC3=O)n1	0%	5%	1%	-1%	-1%	1%	2%	?
Cn1c(=O)oc2cc(S(=O)(=O)NCc3ccncc3)ccc21	-2%	-1%	7%	9%	21%	-67%[inhibitor]	-7%	-4%
COc1cc(C(=O)Nc2ccc([N+](=O)[O-])cn2)cc(OC)c1OC	-1%	1%	-1%	-2%	-23%	10%	2%	-2%
CCOc1ccc(C(=O)NCC2OCCc3ccccc32)cc1 (configuration not stated)	3%	-5%	6%	-3%	3%	24%	1%	-6%
CC(=O)c1cnn(-c2ccccc2)c1C	4%	-11%	1%	-10%	-8%	14%	4%	-6%

Reprinted at random: 7 records from the list, in no set order.
molecule	GAA spleen mod	GLA spleen mod	GAA glycogen mod	KDM4E inh	GoLoco inh red	SMN2 splice up	GAA inhib	ALDH1A1 inh
c1cncc(-c2nc3ccccc3o2)c1	-1%	8%	-9%	8%	.	.	-9%	?
COc1ccc(-n2c(CN3CCN(c4ccccn4)CC3)nc3ccc([N+](=O)[O-])cc3c2=O)c(OC)c1	3%	11%	3%	?	9%	-19%	-2%	?
Cn1c(=O)oc2cc(S(=O)(=O)NCc3ccncc3)ccc21	-2%	-1%	7%	9%	21%	-67%[inhibitor]	-7%	-4%
COc1ccc(NC(=S)N2CCN(c3ncccn3)CC2)cc1	0%	3%	-15%	-16%	12%	14%	9%	-1%
COc1ccc(C2CC(=O)C(C=NCCO)=C(O)C2)cc1OC (configuration not stated)	-5%	0%	0%	4%	1%	-3%	-3%	0%
CCOC(=O)CNC(=O)c1cn(CC(C)C)c(=O)c2cc(OC)c(OC)cc12	0%	-2%	2%	?	-6%	10%	0%	?
Cc1c(NC(=O)C(C)Sc2ccc3ccccc3n2)c(=O)n(-c2ccccc2)n1C (configuration not stated)	-1%	4%	7%	2%	-4%	0%	-6%	-8%

(list continues)
molecule	GAA spleen mod	GLA spleen mod	GAA glycogen mod	KDM4E inh	GoLoco inh red	SMN2 splice up	GAA inhib	ALDH1A1 inh
COCCNC(=O)C/C(C)=N/NC(=O)C(=O)NC1CCCCC1	4%	9%	-17%	120%[activator]	16%	.	-3%	1%
O=C(NCC1CCCO1)c1onc(CSc2ccccc2F)c1C(=O)O (configuration not stated)	-5%	1%	-2%	-8%	5%	13%	-1%	-7%
C=CCN(Cc1nc(-c2cc(OC)c3c(c2)OCO3)oc1C)C1CCS(=O)(=O)C1 (configuration not stated)	6%	-11%	-3%	?	7%	.	12%	4%
O=C(NCCOc1nc(N2CCCCC2)nc(N2CCOCC2)n1)Nc1ccccc1	-5%	-1%	9%	13%	12%	?	-1%	8.9µM*
CNC(=S)N1CCc2cc(OC)c(OC)cc2C1COc1ccc(F)cc1 (configuration not stated)	-1%	-1%	0%	-3%	4%	26%	-21%	-3%
Cc1nnsc1C(=O)N1CCN(c2cc(C(F)(F)F)ccn2)CC1	-1%	7%	-4%	-15%	3%	.	-5%	4%
COc1cc(-c2nn3c(-c4ccccn4)nnc3s2)cc(OC)c1OC	1%	5%	6%	7%	-2%	11%	2%	8%
CCCCOc1ccc(Nc2cc(Cl)ccc2C(=O)O)cn1	4%	2%	-2%	3%	11%	.	.	.
Cc1ccc(N=Nc2c(C)[nH]n(-c3ccccc3)c2=O)c(C)c1	0%	0%	-9%	-4%	4%	.	?	?
CCC1(C(=O)c2ccccc2)C(c2cccc([N+](=O)[O-])c2)C1(C(=O)OC)C(=O)OC (configuration not stated)	3%	3%	-3%	3%	-7%	-23%	-10%	16%
O=c1c2cc3c(cc2[nH]c(=S)n1C1CCN(Cc2ccccc2)CC1)OCO3	-1%	7%	3%	-6%	0%	-4%	5%	-4%
CC(C)[C@@H](N)C(=O)N/N=C/c1ccc2nccnc2c1	2%	10%	6%	-12%	4%	.	.	.
O=C(O)c1cc(C2CC2)nn1-c1ccccc1	-8%	0%	1%	4%	2%	5%	-6%	12%

Source: PubChem BioAssay (National Center for Advancing Translational Sciences (NCATS))
